Screening results deposited in PubChem BioAssay by National Center for Advancing Translational Sciences (NCATS).
A549 tox – counter-screen for Nrf2 inhibitors: cytotoxicity in A549 cells. A549 ARE-Fluc cells, CellTiter-Fluor viability, 18-24 h. 0.16% of 390,000 active. AID 504648. Potency, µM (highest dose often 46 µM), inactives show at the highest dose activity change, negative = cytotoxicity, usual class: inhibitors; further: potency means the concentration at half of the fitted maximal effect; on the % scale 0 is the no-effect control and ±100 the full control effect
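A549 ARE-Fluc cells in 5% FBS OPTI-MEM, 5000 cells/well, rested 2 h then exposed to compounds in concentration-response for 18-24 h at 37 °C. Viability by CellTiter-Fluor fluorescence (Ex 405/Em 525) after 30 min; luciferase luminescence (BugLite, 15 min, RT) read afterwards.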
Abeta rescue – A-beta toxicity reversal in yeast | yeast expressing A-beta42, growth rescue, OD600, 48 h; response scale: 0% DMSO, 100% iron-clioquinol control | Potency, µM (series often up to 46.1 µM), without a hit: top-dose growth rescue, most hits filed as activators | 0.063% of 410,000 active | AID 1347071; further: potency means the concentration at half of the fitted maximal effect; nearly all actives have a fitted effect of over 55% in size
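Yeast growth medium received pinned compounds, then yeast cells expressing toxic A-beta were added; plates incubated at 30 C for 48 hr. Growth read as absorbance at 600 nm, normalized to DMSO and equimolar FeCl3 plus clioquinol controls.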
CCT modulator – changes cytosolic chaperonin activity; 0.3% of 360,000 active; activity change, % (no concentration beside the values), hits read low; purified chaperonin ATPase assay, HTRF ADP detection, 30 min; in the data active means activity change below about -30%; further: on the % scale 0 is the no-effect control and ±100 the full control effect
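Nucleotide hydrolysis assay: TRiC at 20–40 nM final (set by batch activity) with 10 uM ATP, 30 min at 37 °C, in presence of 76 uM compound. Detection by competitive ADP HTRF, 30 min ambient.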
Nrf2 block – Nrf2 pathway inhibition; Potency, µM (top dose mostly 46 µM), without a hit: at the top dose activity change, negative = inhibition, usual class: inhibitors; 2.1% of 360,000 active; A549 ARE-Fluc reporter, luciferase luminescence, 18-24 h; further: potency means the concentration at half of the fitted maximal effect; on the % scale 0 is the no-effect control and ±100 the full control effect; nearly all actives have a fitted effect of over 60% in size
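Two sequential reads on A549 ARE_Fluc cells exposed to compound for 18-24 h: a CellTiter-Fluor fluorescence read for viability, then a luciferase luminescence read for Nrf2/ARE activity.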
TGFb inhibitor – inhibitors of TGF-b signaling. HepG2 CAGA-GFP TGF-b/SMAD3 reporter, GFP fluorescence, 18 h; TGF-beta stimulated, 500 pg/mL final. Potency, µM (series often up to 46.1 µM), inactives show at the highest dose activity, negative = inhibition, hits mostly inhibitors. 1.2% of 410,000 active. AID 588855; further: potency means the concentration at half of the fitted maximal effect; on the % scale 0 is the no-effect control and ±100 the full control effect; nearly all actives have a fitted effect of over 65% in size
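HEPG2 CAGA-GFP reporter cells (1000/well, DMEM with 1% FBS) received compounds, then recombinant TGF-beta at 500 pg/mL final for 18 hours at 37 degrees C. Per-cell GFP summed per well was normalised to unstimulated and stimulated DMSO controls before curve fitting.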
MmCpn inh – blocks the Methanococcus maripaludis chaperonin Mm-Cpn | Potency, µM (highest dose often 76.9 µM), without a hit: at the highest dose activity, negative = inhibition, hits mostly inhibitors | 0.031% of 330,000 active | purified Mm-Cpn ATPase, ADP Transcreener TR-FRET; further: potency means the concentration at half of the fitted maximal effect; on the % scale 0 is the no-effect control and ±100 the full control effect; nearly all actives have a fitted effect of over 80% in size
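Compound-treated chaperonin, 25 nM final, turns over 10 uM ATP at 37°C for 30 min following a 10 min preincubation; ADP generated competes with ADP-d2 for Eu-cryptate antibody, lowering FRET.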
HepG2 viability – counter-screen for TGF-b inhibitors: cytotoxicity in HepG2 cells; Potency, µM (doses to about 46.1 µM), inactives show at the top dose activity change, negative = cytotoxicity, actives largely listed as cytotoxic; 0.76% of 410,000 active; AID 588856; HepG2 CAGA-GFP viability, ATP luminescence, 18 h; further: potency means the concentration at half of the fitted maximal effect; some results filed as inactive show a strong effect at the top dose
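HepG2 CAGA-GFP cells (1000/well, DMEM with 1% FBS) received compound, then TGF-beta at 500 pg/mL final, and were incubated 18 hours at 37 degrees C. Viability was read by CellTiter-Glo luminescence. Media-only wells were set as complete cell-killing and DMSO as no toxicity.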
Nrf2 activator – activators of Nrf2 (ARE) signaling. AREc32 ARE-luciferase reporter (MCF7-derived line), luminescence, 24 h. Potency, µM (titrated, usually from 46.1 µM), inactives show at the highest dose activation, hits mostly activators. 0.31% of 410,000 active; further: potency means the concentration at half of the fitted maximal effect; % of control where 0% means no effect; nearly all actives have a fitted effect of over 65% in size
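ARE activation measured as luciferase luminescence (Steady-Glo, 30 min RT) in AREc32_Fluc cells after 24 hr compound exposure at 37 deg C, 5% CO2; cells seeded overnight at 1000/well in OPTI-MEM, 5% FBS.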
pAkt inh – blocks phosphorylation of Akt; Neuro2A IGF-stimulated pAkt S473 HTRF, 20 min; active compounds read low; 0.32% of 360,000 active; activity change, % for hits at 50 µM; in the data active means activity change below about -80%; inconclusive means mostly about -51% to -80%; further: on the % scale 0 is the no-effect control and ±100 the full control effect
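Single-point screen (50 µM final compound) in Neuro2A cells stimulated 20 min with 6 nM IGF at 37 deg C. After lysis, Ser473-phosphorylated Akt read by HTRF (ex 330 nm, em 615/665 nm) as the 665/615 ratio.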
The depositor's hits bear a star; i = inactive; u = inconclusive; x = not tested or not shown; & = joins results of further samples; [ ] = dose if it differs, or a comment. Unless noted, the call rests on the fitted dose curve; in most records, active means well fitted curve in the direction sought with a large enough effect; inconclusive means small, poorly fitted or top-dose-only effect, or another doubt; inactive means no such curve, though single readings can be large; an effect the other way counts as inactive or inconclusive. An unsorted share of the library; overall some 4.3% were active at least once.

SMILES	A549 tox	Abeta rescue	CCT modulator	Nrf2 block	TGFb inhibitor	MmCpn inh	HepG2 viability	Nrf2 activator	pAkt inh
COc1cc2cc(CN(Cc3cccnc3)C(=O)Nc3ccccc3)c(=O)[nH]c2cc1OC	0%	-10%	-6.0	-9%	4%	3%	0%	4.8%	i
Cc1cc(Nc2ccccc2Cl)n2nc(-c3ccco3)nc2n1	3%	-3%	x	x	-35%	x	-30%	6.9%	x
O=C(NC1CCCCC1)C(c1ccncc1)N(C(=O)c1csnn1)c1ccccc1 (stereo unspecified)	-5%	-7%	-2.1	-8%	-3%	3%	-20%	0.4%	i
Cc1ccc(N2CCOCC2)c2c1C(=O)c1ccccc1C2=O	-9%	-28%	-0.2	-20%	8%	-8%	-30%	-0.5%	i
c1ccc2c(c1)nc(N1CCOCC1)c1nnnn12	0%	-19%	-2.0	12%	4%	-5%	-13%	3.7%	i
CCCC1(CCC)NC(=O)N(CC(=O)Nc2ccccc2OC)C1=O	-1%	-33%[inhibitor]	0.8	-14%	11%	2%	2%	0.0%	i
O=C(NC1CCCC1)c1cc2c(ccc3ccccc32)o1	1%	0%	-2.5	u	u	1%	-3%	0.9%	i
Nc1ccc2nc[nH]c2c1	-4%	-18%	-1.1	u	u	-2%	0%&-36%	-0.7%	i
CCCc1[nH]nc2c1C(c1ccc(O)cc1OCC)C(C#N)=C(N)O2 (stereo unspecified)	0%	-2%	0.1	x	-8%	1%	-14%	8.6%	i
CCCS(=O)(=O)N1CCN(Cc2ccccc2OCC)CC1	-6%	1%	1.5	-3%	-2%	1%	-5%	-0.5%	i

Looked up by compound from the list above, 4 records:
SMILES	A549 tox	Abeta rescue	CCT modulator	Nrf2 block	TGFb inhibitor	MmCpn inh	HepG2 viability	Nrf2 activator	pAkt inh
Nc1ccc2nc[nH]c2c1	-4%	-18%	-1.1	u	u	-2%	0%&-36%	-0.7%	i
O=C(NC1CCCCC1)C(c1ccncc1)N(C(=O)c1csnn1)c1ccccc1 (stereo unspecified)	-5%	-7%	-2.1	-8%	-3%	3%	-20%	0.4%	i
COc1cc2cc(CN(Cc3cccnc3)C(=O)Nc3ccccc3)c(=O)[nH]c2cc1OC	0%	-10%	-6.0	-9%	4%	3%	0%	4.8%	i
Cc1cc(Nc2ccccc2Cl)n2nc(-c3ccco3)nc2n1	3%	-3%	x	x	-35%	x	-30%	6.9%	x

The listing continues:
SMILES	A549 tox	Abeta rescue	CCT modulator	Nrf2 block	TGFb inhibitor	MmCpn inh	HepG2 viability	Nrf2 activator	pAkt inh
COCCNC(=S)NC1CC2CCCC(C1)N2Cc1ccco1 (stereo unspecified)	11%	17%	-2.4	-11%	4%	-1%	-3%	0.3%	i
O=C(CSc1nc2ccccc2c(=O)n1Cc1ccco1)N1CCCC1	-10%	-2%	-7.2	18%	-18%	4%	2%	-0.2%	i
O=C(Nc1ccon1)c1ccc(OC2CCCC2)cc1	-2%	-3%	-0.3	u	-4%	1%	-1%	3.0%	i
CC(C)(C)NC(=O)c1ccc2nsnc2c1	-3%	-1%	-0.7	2%	0%	-1%	0%	0.2%	i
CCn1nc(C)c(CNC(=O)Nc2ccc3c(c2)OCO3)c1C	-10%	10%	-4.6	u	-3%	-4%	-29%	-0.4%	i
Cc1nc2ncnn2c(C)c1CCC(=O)NCc1ccc(Cl)cc1	-8%	-12%	x	4%	1%	x	-14%	0.3%	x
COc1cccc(OCc2cc(C(=O)NC(C)c3cnn(C)c3C)no2)c1 (stereo unspecified)	0%	5%	0.9	13%	-9%	3%	4%	0.2%	i
COC(=O)C1CCN(c2cc(=O)n(Cc3ccc(F)cc3)c(=O)[nH]2)CC1	9%	-8%	1.7	1%	14%	-1%	-7%	1.0%	i
CC(CCC(C)OC(=O)c1ccccc1C(=O)O)OC(=O)c1ccccc1C(=O)O (stereo unspecified)	-1%	-4%	-6.3	14%	7%	3%	5%	-1.1%	i
COCCN(C(=S)Nc1cc(C)cc(C)c1)C(C)c1ccco1 (stereo unspecified)	-5%	x	-1.2	0%	7%	-2%	28%	0.0%	i
CC(=O)c1ccc(OCC(O)CN2CCN(S(=O)(=O)c3c(C)cc(C)cc3C)CC2)cc1 (stereo unspecified)	-3%	1%	-2.5	u	-3%	-1%	-21%	0.2%	i
O=c1ccc2cc(S(=O)(=O)Nc3ccc(Br)cc3)ccc2o1	-2%	17%	0.2	-19%	-26%	2%	-29%	-0.6%	i
COc1cccc(CNC(=O)CN2C(=O)CCn3nc(-c4cn(C)c5ccccc45)cc32)c1OC	17%	-1%	x	x	-3%	x	-1%	-1.4%	x
COc1cc(/C=N/NC(=O)c2ccncc2)ccc1OCCN1CCCCC1	11%	-18%	-1.6	2%	6%	2%	7%	0.0%	i
Cc1cc(C)cc(OC(=O)CCN2C(=O)c3ccccc3C2=O)c1	-1%	0%	-0.8	-4%	3%	0%	1%	-0.6%	x
O=c1c(S(=O)(=O)c2ccccc2)cn(Cc2ccc(F)cc2)c2cc(N3CCCC3)c(F)cc12	8%	-3%	x	30%	12%	x	7%	-0.1%	x
O=C(c1ccc(Oc2ccc([N+](=O)[O-])cc2)cc1)N1CCCCCC1	-10%	-10%	1.2	5.8µM*	u	1%	-19%	0.3%[9.22 µM]	i
COC(=O)c1c(C)[nH]c(C(=O)CSc2ncnc3sc(-c4ccccc4)cc23)c1C	-6%	-5%	-1.3	-17%	-13%	-1%	4µM*	-0.5%	i
COc1cc(/C=N/NC(=O)c2cccnc2)ccc1OS(=O)(=O)c1ccc(C)cc1	-1%	12%	-1.9	26%	2%	2%	9%	-0.3%	i
COc1ccccc1N1CCN(S(=O)(=O)CCNC(=O)C2CCCCC2)CC1	7%	-19%	-2.5	-2%	-19%	5%	-9%	-0.4%	i
C#CCCOC(=O)N1C2=NC(C(=O)OC)=C(C(=O)OC)[C@@H]3N(C)c4ccc(OC)cc4[C@]23C[C@H]1C(=O)OC	8%	-3%	-5.5	-6%	3%	x	-45%	3.7%	i
Cc1cc(C)c(NC(=O)CS(=O)CC(=O)Nc2cccnc2)c(C)c1 (stereo unspecified)	6%	6%	0.1	22%	-4%	0%	6%	-0.8%	i
COc1ccc(N2CCN(C(=O)COC(=O)c3ccco3)CC2)cc1	3%	-4%	-1.1	5%	-6%	1%	-10%	0.8%	i
CC(=O)N1c2ccc(S(=O)(=O)N3CCCCC3)cc2CC1C(=O)NCc1ccccc1C (stereo unspecified)	5%	-7%	0.5	12%	1%	-2%	5%	-0.5%	i
O=c1[nH]c(CN2CCCCC2)nc2ccccc12	-9%	11%	-3.4	1%	-6%	-5%	1%	0.2%	i
C/C(CC(=O)NC1CCCCC1)=N\NC(=O)Cc1ccc(-c2ccccc2)cc1	3%	-15%	-0.6	-15%	1%	-1%	-15%	-0.4%	i
COc1cccc(CN(C)C(=O)CC[C@H]2O[C@@H](n3ccc(=O)[nH]c3=O)[C@H](O)[C@@H]2O)c1	x	3%	2.2	x	-3%	x	0%	0.4%	i
O=C(O)c1c2c(nc3ccccc13)/C(=C/c1ccccc1[N+](=O)[O-])CCC2	1%	10%	-1.0	5%	9%	0%	-7%	7.6%	i
CC(=O)Oc1ccc(C(=O)Nc2ccc3c(c2)OCCO3)cc1	0%	-3%	-1.9	u	20%	1%	-61%	-0.5%	i
CC1CC(=O)NN=C1c1cccs1 (stereo unspecified)	2%	6%	0.7	2%	5%	-2%	14%	2.6%	i
Cc1ccc(-n2nnnc2CNC(=O)c2ccccc2)cc1C	-1%	-6%	x	x	1%	x	0%	1.4%	x
OCCN1CCOCCOCCN(CCO)CCN(CCO)CC1	0%	-5%	-2.6	-10%	6%	-1%	-9%	-0.2%	i
O=C(CCC1CC(=O)Nc2ccccc21)NCc1cccnc1 (stereo unspecified)	-4%	0%	1.7	-3%	1%	0%	6%	0.3%	i
O=C1C=CN(Cc2ccccc2)C(c2ccccc2)C1 (stereo unspecified)	10%	-7%	-2.4	-14%	14%	0%	-28%	-0.4%	i
O=C(O)CCCC(=O)N1CCN(C(c2ccccc2)c2ccccc2)CC1	7%	-2%	-0.2	6%	8%	1%	-1%	-0.8%	i
CC(=O)N1CCc2cc(CNC(=O)Nc3ccc(Br)c(C)c3)ccc21	0%	2%	x	x	-5%	x	-3%	-1.2%	x
O=C(CSc1nc2c(sc3ccccc32)c(=O)n1-c1ccccc1)NCc1ccco1	-12%	-5%	-3.0	4%	18%	-19%	5%	u	i
Fc1ccc(Nc2nc(-c3cccc(Cl)c3)c3c(n2)-c2ccccc2OC3)cc1	5%	-9%	x	u	0%	x	-12%	-0.7%	x
COc1cccc(-c2sc3ccc(OC)cc3c2C#CC(C)(C)O)c1	-1%	-18%	-1.1	-7%	16µM*	u	-42%	9.2%	i
Cc1ccc(-c2nc(S(=O)(=O)c3ccc(C)cc3)c(SCC(N)=O)o2)cc1	-15%	11%	-1.9	u	-21%	-3%	-27%	2.9%	i
Cc1ccc(CSc2nc3c(c(=O)[nH]2)CCC3)cc1	-2%	24%	0.2	-22%	19%	1%	-4%	-0.1%	i
Cc1cccc(NC(=O)C2CCCN2/C=C/C(=O)C(F)(F)F)c1C (stereo unspecified)	2%	-3%	-1.8	1%	3%	1%	-8%	-0.2%	i
Cc1cc(C)n(CC(=O)c2ccc(Cl)cc2)n1	-3%	-2%	1.7	-1%	-31%	1%	-24%	-0.1%	i
O=C(NCCCN1CCOCC1)c1ccc(CSCc2cccc(Cl)c2)o1	-2%	-1%	-2.6	30%	-1%	0%	21%	0.1%	i
